Assay outcomes deposited in PubChem BioAssay by several laboratories.
Furin inhibitor – human furin inhibitors, primary screen, biochemical, fluorescence intensity; inhibition, % at 30 µM; P09958; 220,000 tested, 0.061% active; purified furin, fluorogenic substrate cleavage; in the data active means inhibition above about 25%; further: inactives centre near -15
p47phox inh – p47phox/p22phox peptide binding inhibitors, primary screen, biochemical, uHTS, NADPH oxidase regulatory subunit; AID 1274, 2008; Neutrophil cytosol factor 1 (Homo sapiens), P14598; inhibition, % at 24.7 µM; 220,000 tested, 0.53% active; fluorescence polarization, 2 h;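 active means inhibition above about 30%, limit read from the data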;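 further: 0% = p47phox with labelled peptide and 100% = labelled peptide alone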
p97 inhibitor – inhibitors of human p97 ATPase, primary screen, biochemical; Transitional endoplasmic reticulum ATPase (Homo sapiens), P55072; AID 1481, 2009; recombinant p97 ATPase, Kinase-Glo ATP luminescence, 3 h; 220,000 tested, 0.42% active; inhibition, % at 8 µM; in the data active means inhibition above about 15%;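 further: 0% = DMSO vehicle and 100% = wells lacking enzyme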
Target sequence (P55072 whole entry, looked up): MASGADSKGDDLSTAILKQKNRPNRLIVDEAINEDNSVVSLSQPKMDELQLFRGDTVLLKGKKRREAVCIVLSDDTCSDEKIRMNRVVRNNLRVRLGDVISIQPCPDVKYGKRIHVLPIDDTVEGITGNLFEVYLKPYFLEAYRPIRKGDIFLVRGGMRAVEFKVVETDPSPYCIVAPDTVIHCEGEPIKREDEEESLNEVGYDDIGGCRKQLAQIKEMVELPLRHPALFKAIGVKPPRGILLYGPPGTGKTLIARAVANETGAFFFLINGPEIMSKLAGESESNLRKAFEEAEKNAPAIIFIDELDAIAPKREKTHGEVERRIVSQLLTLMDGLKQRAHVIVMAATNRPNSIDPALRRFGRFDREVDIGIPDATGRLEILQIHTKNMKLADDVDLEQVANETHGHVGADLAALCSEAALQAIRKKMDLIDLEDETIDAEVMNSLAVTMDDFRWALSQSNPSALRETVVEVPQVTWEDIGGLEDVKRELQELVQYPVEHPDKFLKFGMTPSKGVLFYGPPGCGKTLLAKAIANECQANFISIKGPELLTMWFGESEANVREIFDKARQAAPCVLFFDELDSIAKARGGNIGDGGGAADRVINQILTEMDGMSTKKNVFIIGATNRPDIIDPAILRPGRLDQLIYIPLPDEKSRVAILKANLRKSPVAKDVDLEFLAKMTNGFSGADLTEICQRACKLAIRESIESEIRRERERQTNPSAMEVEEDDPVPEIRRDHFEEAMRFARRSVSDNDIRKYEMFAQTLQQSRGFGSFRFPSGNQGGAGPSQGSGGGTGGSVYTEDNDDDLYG
BaF3 tox – parental Ba/F3 cell viability inhibition, counter-screen for JAK2V617F inhibitor project, murine pro-B, CellTiter-Glo luminescence | CellTiter-Glo ATP luminescence | inhibition, % at 5.6 µM | 220,000 tested, 1.1% active | AID 1486, 2009;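 active means inhibition above a per-campaign cutoff, the mean inhibition of all tested compounds plus 3 SD, cut at about 27% in these data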;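 further: 0% = DMSO wells and 100% = JAK Inhibitor I control wells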
RBBP9 inh – human RBBP9 inhibitors, primary screen, biochemical, fluorescence polarization, FP-Rh probe, HTS; recombinant RBBP9; inhibition, % at 7.94 µM; 220,000 tested, 0.2% active;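 active means inhibition above the campaign mean of all tested compounds plus 3 SD, cut at about 14% in these data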;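 further: plate controls were DMSO wells with RBBP9 for no effect and wells lacking RBBP9 protein for full effect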
Target sequence (O75884 whole entry, looked up): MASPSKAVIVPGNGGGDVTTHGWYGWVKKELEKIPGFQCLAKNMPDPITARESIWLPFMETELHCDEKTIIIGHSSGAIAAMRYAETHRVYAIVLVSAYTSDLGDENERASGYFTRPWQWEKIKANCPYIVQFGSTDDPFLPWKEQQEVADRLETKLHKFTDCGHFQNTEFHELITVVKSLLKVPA
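Test system – recombinant human RBBP9 · Input – RBBP9 2.5 µM in dispensing solution, pre-mixing · Medium – Tris buffer pH 8.0, NaCl, Pluronic · Schedule – preincubation 30 min plus labeling 45 min at 25 °C · Measured by – fluorescence polarization · Measure – % inhibition · Controls – DMSO and no-protein wells · Replicates – one well per compound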
TbHK1 inh – Trypanosoma brucei hexokinase 1 inhibitors, primary screen, biochemical, G6PDH-coupled NADH absorbance, MLSCN library; hexokinase 1 [Trypanosoma brucei]; recombinant TbHK1, G6PDH-coupled NADH A340; inhibition, % at 10 µM; 220,000 tested, 0.11% active;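 active means inhibition of 50% or more in the single-dose primary screen; inactive means inhibition below 50%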
PGE2 EP2 inh – human EP2 receptor antagonists, primary screen, TR-FRET cAMP, C6 glioma cells | Prostaglandin E2 receptor EP2 subtype (Homo sapiens), P43116 | C6 glioma cells expressing human EP2; cells stimulated with saturating PGE2 | inhibition, % at 25 µM | 260,000 tested, 0.52% active | AID 1422, 2008;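 active means percent inhibition above 40 after rounding to a whole number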;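 further: rat C6 glioma host cells with rolipram phosphodiesterase inhibitor present; the protocol text gives 20 µM as final concentration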
PPC-1+TRAIL kill – compounds killing PPC-1 cancer cells with TRAIL present, primary screen, TRAIL potentiator project, ATPLite luminescence, uHTS; PPC-1 cells + TRAIL, ATPLite viability luminescence; cell killing (% activity), % at 4 µM; 220,000 tested, 0.41% active; AID 1443, 2008;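 active means cell killing above 50% in the first pass at 4 µM, then a duplicate retest at 5 µM averaging 50% or more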;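 further: plate controls were cells with TRAIL plus DMSO for no effect and medium-only wells lacking cells for full effect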
Ba/F3 V617F tox – reduced viability of JAK2V617F-dependent Ba/F3 cells, primary screen, JAK2V617F inhibitor project, cell-based, Ba/F3 EpoR-JAK2V617F, luminescence; ATP luminescence; inhibition, % at 5.6 µM; 220,000 tested, 1.1% active; AID 1446, 2008;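 active means inhibition above the campaign mean plus 3 SD over all tested compounds, cut at about 24% in these data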;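 further: cytokine-independent growth of Ba/F3 cells driven by EpoR plus mutant JAK2; 0% = DMSO-treated cells and 100% = JAK inhibitor I control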
The depositor's hits bear a star; / = no result given; & = joins results of further samples; [ ] = another dose, or the depositor's remark.

entry	smiles	RBBP9 inh	Ba/F3 V617F tox	PPC-1+TRAIL kill	p97 inhibitor	p47phox inh	BaF3 tox	PGE2 EP2 inh	Furin inhibitor	TbHK1 inh
1	COC(=O)c1cc(OC)c(OC)cc1NC(=O)Cc1ccccc1[N+](=O)[O-]	-6	1	12	0	-5	5	7	-29	-2
2	CC(C)CNC(=O)COC(=O)CNC(=O)c1cc(Cl)cc([N+](=O)[O-])c1	-7	0	27	-3	-4	8	6	-9	-5
3	CC(=O)Oc1ccc(C)cc1-n1nc2ccccc2n1	-4	-1	28	0	-7	3	6	-8[20 µM]	-3
4	CCCCNC(=O)c1cc2c(=O)n3cccc(C)c3nc2n(Cc2ccncc2)c1=N	-7	1	-2	1	-2	2	6	-155	-5
5	COc1ccc(S(=O)(=O)N(CC(=O)N2CCOCC2)Cc2ccccc2)cc1C	-8	-1	13	-3	-8	1	3	-12[20 µM]	-13
6	CC1CCCCN1CCCNC(=O)C1CCN(c2nc3ccccc3o2)CC1 (stereo unspecified)	-5	0	-16	1	-15	5	9	-17	-1
7	CCc1ccc(C(c2c(C)nn(-c3ccccc3)c2N)c2c(C)nn(-c3ccccc3)c2N)cc1	-3	5	19	-3	-14	8	4	-5	-5
8	Cc1ccc(-n2nc(C)c3c(-c4cccs4)c(C#N)c(N)nc32)cc1	-4	-4	18	1	-19	0	6	-10	2
9	O=c1ccc(C(F)(F)F)cn1Cc1cc(=O)n2ccsc2n1	-5	-3	2	5	-7	4	6	-37	0
10	CCOc1ccc(OCC)c(NC(=O)CCn2cccc2)c1	-5	-3	-4	3	-6	0	12	-15	-6
11	COc1cccc(Cn2c(C3CC3)nc3ccc(NC(=O)c4ccco4)cc3c2=O)c1	-15	1	2	-3	-14	8	12&8	-13	0
12	S=c1[nH]ncn2c1cc1oc3ccccc3c12	-7	1	8	0	-25	6	14	-35	-6
13	N/C(=N\OC(=O)c1cccc2ccccc12)c1ccncc1	-6	-4	18	6	-9	-4	7	-18	-8
14	CC(C)/C=C1\CCCCC1N(C)C(=O)NC(C)C (stereo unspecified)	-3	2	2	-5	-4	4	8	-14	23
15	O=C(O)c1ccccc1CSc1ncn[nH]1	1	-5	25	5	-5	-1	5	-9[20 µM]	3
16	COc1ccccc1N1CCN(C2CCCC(C)C2)CC1 (stereo unspecified)	-5	-3	7	1	-12	2	8	-19[20 µM]	-2
17	O=C(C(=O)N1CCN(c2cccc(Cl)c2)CC1)c1c[nH]c2ccccc12	-8	0	10	4	-5	1	6	-10	-5
18	COc1ccc2c(c1OC)C(=O)OC2Nc1ccccn1 (stereo unspecified)	-9	-1	20	3	-8	0	10	-10[20 µM]	0
19	CCOC(=O)CSc1ccccn1	-5	5	2	-5	-2	8	9	-26	5
20	Fc1cnc(N2CCOCC2)nc1N1CCOCC1	2	3	-17	1	-4	9	3	-19	4
21	COc1nc(NS(=O)(=O)c2ccc(C)cc2)nc(C)c1Cl	-9	0	-12	-1	2	9	13	-19[20 µM]	-6
22	CCOC(=O)c1c(C)[nH]c(C(=O)CSc2nnc(Nc3ccccc3F)s2)c1C	-12	0	21	-3	28	5	8	-8	-3
23	C[C@@H](C(=O)Nc1ccc2ccccc2c1)[C@@H]1C[C@@]1(C)[C@@H](NC(=O)c1ccccc1)c1ccccc1	-26	0	25	10	-6	4	3	-16	1
24	Nc1c(-c2ccc(Cl)cc2)cnn1C1CCS(=O)(=O)C1 (stereo unspecified)	-6	-1	20	2	-11	1	7	-17[20 µM]	-4
25	Cc1cccc(OCCCn2c(=O)sc3ccccc32)c1	4	-2	1	-2	-10	-4	5	-11[20 µM]	5
26	CCOC(=O)C1(Cc2ccccc2C(F)(F)F)CCN(C(C)CSC)CC1 (stereo unspecified)	-1	-2	21	0	-2	3	6	-26	4
27	O=C(O)CCC(=O)N1N=C(c2c(-c3ccccc3)c3cc(Cl)ccc3[nH]c2=O)CC1c1cccs1 (stereo unspecified)	-4	1	14	-5	-11	4	4	-13	-20
28	OC(CNc1ccccc1)COc1ccc(OCC(O)CNc2ccccc2)cc1 (stereo unspecified)	-6	24*	14	-2	0	34*	28	-6[20 µM]	-2
29	Clc1cccc(Cl)c1CSc1nnc(-c2ccncc2)s1	-10	4	18	-11	1	0	9	-9	-7
30	FC(F)(F)c1nnc2c(Sc3ccccc3)nc3ccc(Cl)cc3n12	-7	-1	27	5	-14	5	8	-13[20 µM]	-13

Individual results from the list.
Result for `OC(CNc1ccccc1)COc1ccc(OCC(O)CNc2ccccc2)cc1` (stereo unspecified) under PPC-1+TRAIL kill: 14
Result for `Fc1cnc(N2CCOCC2)nc1N1CCOCC1` under p47phox inh: -4
Result for `COc1ccc2c(c1OC)C(=O)OC2Nc1ccccn1` (stereo unspecified) under PGE2 EP2 inh: 10
Result for `COc1ccccc1N1CCN(C2CCCC(C)C2)CC1` (stereo unspecified) under PGE2 EP2 inh: 8
Result for `Clc1cccc(Cl)c1CSc1nnc(-c2ccncc2)s1` under BaF3 tox: 0

In the list so far, two contain a COOH group:
entry	smiles	RBBP9 inh	Ba/F3 V617F tox	PPC-1+TRAIL kill	p97 inhibitor	p47phox inh	BaF3 tox	PGE2 EP2 inh	Furin inhibitor	TbHK1 inh
15	O=C(O)c1ccccc1CSc1ncn[nH]1	1	-5	25	5	-5	-1	5	-9[20 µM]	3
27	O=C(O)CCC(=O)N1N=C(c2c(-c3ccccc3)c3cc(Cl)ccc3[nH]c2=O)CC1c1cccs1 (stereo unspecified)	-4	1	14	-5	-11	4	4	-13	-20

A draw from above in order of length of the SMILES, rising.
entry	smiles	RBBP9 inh	Ba/F3 V617F tox	PPC-1+TRAIL kill	p97 inhibitor	p47phox inh	BaF3 tox	PGE2 EP2 inh	Furin inhibitor	TbHK1 inh
20	Fc1cnc(N2CCOCC2)nc1N1CCOCC1	2	3	-17	1	-4	9	3	-19	4
18	COc1ccc2c(c1OC)C(=O)OC2Nc1ccccn1 (stereo unspecified)	-9	-1	20	3	-8	0	10	-10[20 µM]	0
30	FC(F)(F)c1nnc2c(Sc3ccccc3)nc3ccc(Cl)cc3n12	-7	-1	27	5	-14	5	8	-13[20 µM]	-13

Additional records.
entry	smiles	RBBP9 inh	Ba/F3 V617F tox	PPC-1+TRAIL kill	p97 inhibitor	p47phox inh	BaF3 tox	PGE2 EP2 inh	Furin inhibitor	TbHK1 inh
31	C/C(CCC12CC3CC(CC(C3)C1)C2)=N\NC(N)=S	1	-3	9	4	1	1	11	-17[20 µM]	-4
32	COc1ccc(S(=O)(=O)CCc2nnc(NC(C)=O)s2)cc1	-5	1	14	0	-3	3	5	-3	7
33	CCOC(=O)NC(Nc1sc2c(c1C(=O)OC)CCN(C)C2)(C(F)(F)F)C(F)(F)F	-4	2	-4	2	-11	7	14	-14	-3
34	COc1ccc(C(=O)NNC(=O)CSc2nnc(C)n2CC2CCCO2)cc1 (stereo unspecified)	-6	1	4	1	4	5	12&9	-11	0
35	CCC1(CC)N=C(c2ccccc2)C(=S)N1	0	-1	20	4	-11	4	6	-25	-8
36	CC(NC(=O)C1CCC(CNS(=O)(=O)c2ccccc2)CC1)c1ccc2c(c1)OCCO2 (stereo unspecified)	-5	1	32	-4	0	0	4	-17	-2
37	CCOc1ccc(/C=N/NC(=O)CNC(=O)c2ccc(S(=O)(=O)N3CCOCC3)cc2)cc1	-2	-1	-8	2	-6	5	5	-11	1
38	O=C(CN1c2cccc3cccc(c23)S1(=O)=O)Nc1ccc(S(=O)(=O)N2CCOCC2)cc1	-5	-2	22	8	-48	1	5	-20	-3
39	CCOC(=O)c1c(C)c(-c2ccccc2)n(CC(=O)N2CCCC2)c1C	-2	-1	-8	-4	-9	3	9	-22	-5
40	Cc1nnc(NC(=O)c2cccc(F)c2)s1	-13	0	2	5	-5	6	/	-17	2
41	C#CC[N+](C)(C)CC#Cc1ccc(C)cc1	-2	41*	5	2	-7	37*	8	-28	2
42	COc1ccc(C(=O)Oc2ccc[nH]c2=O)cc1	2	-2	17	3	1	1	6	-7	-9
43	CSc1ccccc1NC(=O)CN(C)CC(=O)Nc1c(F)cccc1F	-6	0	8	4	-7	4	12	-21	-3
44	Cc1cc(S(=O)(=O)Nc2nc(CN3CCOCC3)nc3sc4c(c23)CCCC4)ccc1F	7	2	12	1	-10	4	/	-11[20 µM]	-6
45	O=C(c1cccc(N2CCCC2=O)c1)N1CCN(c2ccccc2)CC1	-6	-1	6	5	-19	3	12	-17[20 µM]	-4
46	COc1ccc(NC(=O)c2sc(SC)nc2N)cc1	-7	4	4	-5	1	1	6	-3	-22
47	Cc1ccc(C)c(NC(=O)CCC(=O)NNC(=S)Nc2ccccc2)c1	-1	1	4	2	1	5	9	-30	-3
48	COc1ccc(NC(=S)N2CCCCC2c2cccnc2)cc1 (stereo unspecified)	3	2	16	-2	3	4	1	-13	5
49	Cc1ccc(O)c(NC(=O)c2noc3c2CCCCC3)c1	-6	9	45	1	-21	-1	4	-19	-1
50	Cc1ccc(-c2csc(-c3cc(C)on3)n2)cc1	-2	3	2	-7	0	1	7	-15	5
51	COC(=O)c1cnc(Oc2ccc(NC(=O)NC(=O)c3c(F)cccc3Cl)cc2)cc1C(F)(F)F	8	-3	8	2	-4	4	11	-13	-15
52	Cc1nn(-c2ccccc2)cc1/C=N/NS(=O)(=O)c1ccccc1	-3	-2	22	3	1	5	10	-32	-2
53	N#Cc1c(SCc2ccc(Cl)cc2)sc(C(=O)c2ccccc2)c1N	-4	-4	3	4	-3	0	7	2[20 µM]	15
54	O=[N+]([O-])c1ccccc1S(=O)(=O)N1CCCCC1	-5	2	16	-6	-12	10	4	-7	0
55	O=C1CC(Sc2ncccc2C(=O)O)C(=O)N1 (stereo unspecified)	-2	3	31	6	-11	5	10&6	-13	-2
56	CC(C)c1ccc(N(CC(=O)N/N=C/c2ccc(OC3CSC3)cc2)S(=O)(=O)c2ccccc2)cc1	-3	4	13	-9	-1	5	9	-5	-6

The list is partial; rates above refer to the full screens.
